Source: PubChem
FBPA coupling cs: qHTS Assay for Inhibitors of Fructose-1,6-bisphosphate Aldolase from Giardia Lamblia: Coupling assay counterscreen. activity change, negative = inhibition, % at 58.2 µM, hits read low. 290,000 compounds, 0.67% hits. coupling enzyme system counterscreen, AmpLite Red fluorescence. AID 2472, 2010; in the data active means activity change below about -30%; further: on the % scale 0 is the no-effect control and ±100 the full control effect
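Final compound at 57.5 uM, incubated 10 min at RT with coupling enzyme reagent (glyceraldehyde-3-phosphate), then 20 min with substrate and AmpLite Red detection. Fluorescence read at 525/598 nm; tests interference with the coupling assay, not aldolase inhibition.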
TRPV1 ag: HTS Assay for Compounds that Act as Agonists of the Vanilloid Receptor 1; Transient receptor potential cation channel subfamily V member 1 (Homo sapiens), Q8NER1; TRPV1-expressing cells, Fluo-8 calcium influx, agonist mode; activation, % at 8.33 µM; 320,000 compounds, 0.19% hits; AID 540275, 2011; in the data active means activation above about 80%; inconclusive means between about 30% and that limit; further: 0% is about no effect
Target sequence (Q8NER1 whole entry, looked up): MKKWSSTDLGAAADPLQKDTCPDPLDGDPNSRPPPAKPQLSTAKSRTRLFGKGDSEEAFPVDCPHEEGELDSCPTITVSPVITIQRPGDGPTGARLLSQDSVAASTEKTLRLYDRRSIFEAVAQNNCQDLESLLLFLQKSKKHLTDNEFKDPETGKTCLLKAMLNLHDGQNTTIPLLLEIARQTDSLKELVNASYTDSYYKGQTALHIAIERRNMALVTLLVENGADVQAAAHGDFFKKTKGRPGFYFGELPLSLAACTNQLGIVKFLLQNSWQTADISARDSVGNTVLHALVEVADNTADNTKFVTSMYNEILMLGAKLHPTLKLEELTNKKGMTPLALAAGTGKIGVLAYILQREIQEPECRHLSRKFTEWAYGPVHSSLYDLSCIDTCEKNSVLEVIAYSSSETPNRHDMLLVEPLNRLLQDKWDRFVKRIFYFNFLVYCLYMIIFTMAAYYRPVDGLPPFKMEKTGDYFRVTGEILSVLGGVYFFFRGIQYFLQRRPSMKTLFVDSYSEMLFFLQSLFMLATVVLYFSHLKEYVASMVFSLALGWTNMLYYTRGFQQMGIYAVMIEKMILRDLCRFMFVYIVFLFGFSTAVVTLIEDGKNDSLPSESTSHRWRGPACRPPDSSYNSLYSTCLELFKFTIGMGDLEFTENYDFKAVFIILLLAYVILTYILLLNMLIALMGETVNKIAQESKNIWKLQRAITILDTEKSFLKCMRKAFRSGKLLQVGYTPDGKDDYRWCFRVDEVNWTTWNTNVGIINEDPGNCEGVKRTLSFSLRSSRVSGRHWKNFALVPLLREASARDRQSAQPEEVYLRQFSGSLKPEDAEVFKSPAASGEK
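Fluo-8 calcium influx in TRPV1-expressing cells, kinetic read (ex 480/em 520 nm). Compound added and read 3 min for agonist activity, followed by capsaicin at EC20 final and 2 min further read for enhancement.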
MBNL1 CUG block: qHTS Assay for Inhibitors of MBNL1-poly(CUG) RNA binding | AID 2675, 2010 | TR-FRET MBNL1-His/biotin-(CUG)12 binding, 665/545 ratio | Potency, µM (top dose mostly 57.5 µM), for the others: top-dose activity change, negative = inhibition, usual class: inhibitors | 280,000 compounds, 0.036% hits; active means well fitted inhibition curve with a large enough effect in the signal ratio, with a control signal flat, not every such curve was filed as active; inconclusive means small, poorly fitted or top-dose-only effect, or effect the other way, or a change in a side signal; inactive means no such curve, though single readings can be large or run the other way; the % refers to the signal ratio; further: potency means the concentration at half of the fitted maximal effect; on the % scale 0 is the no-effect control and ±100 the full control effect
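Compounds (final 92 nM to 58 uM) are added to His-tagged MBNL1 and biotin-(CUG)12, then terbium anti-His antibody and streptavidin-XL665 (5 nM final). After 60 min at room temperature, the 665/545 nm ratio is read.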
KCNH2 3.1 block: qHTS for Inhibitors of KCHN2 3.1: Mutant qHTS; AID 720553, 2013; Potassium voltage-gated channel subfamily H member 2, brain isoform KCNH2 3.1 (human); U2OS KCNH2 3.1, thallium flux FluxOr; active compounds read low; activity change, % (tested at about 1.8 µM); 340,000 compounds, 0.95% hits;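 active means maximum activity change below -70%; inconclusive means maximum activity change from -70% to -50%; inactive means maximum activity change above -50%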;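 further: thallium influx rate constant from kinetic fluorescence after stimulation buffer; on the % scale 0 is the no-effect control and ±100 the full control effect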
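Thallium flux read-out: FluxOr dye with Red40 quencher in HBSS/HEPES, 45 min at RT. Rate constants from kinetic reads were normalized to positive and negative DMSO controls. Cells: U2OS virally expressing the 3.1 isoform.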
CXXC DNA block: qHTS Fluorescence Polarization Assay for Inhibitors of MLL CXXC domain - DNA interaction; MLL-CXXC / FITC-HOXA9 DNA fluorescence polarization; Potency, µM (top dose mostly 115 µM), for the others: at the top dose activity change, negative = inhibition, actives largely listed as inhibitors; 290,000 compounds, 0.037% hits; AID 2662, 2010; active means well fitted inhibition curve with a large enough effect in the polarisation, with a control signal flat, not every such curve was filed as active; inconclusive means small, poorly fitted or top-dose-only effect, or effect the other way, or a change in a side signal; inactive means no such curve, though single readings can be large or run the other way; the % refers to the polarisation; further: potency means the concentration at half of the fitted maximal effect
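Steps: dispense CXXC domain solution (7 uM) → pin compounds or unlabeled HOX-A9 DNA control → 5 min ambient → add FLSN-HOX-A9 solution (50 nM) → spin → 30 min ambient → fluorescence polarization. Tris pH 7.5/NaCl/DTT/BSA buffer.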
hERG WT inh: qHTS for Inhibitors of KCHN2 3.1: Wildtype qHTS. Voltage-gated inwardly rectifying potassium channel KCNH2 (Homo sapiens), Q12809. U2OS, BacMam KCNH2, thallium flux FluxOr; active compounds read low. 340,000 compounds, 0.37% hits. activity change, % at 1.84 µM;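 active means maximum activity change below -70%; inconclusive means maximum activity change between -70% and -50%; inactive means maximum activity change above -50%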; further: on the % scale 0 is the no-effect control and ±100 the full control effect
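U2OS cells were transduced with wild-type KCNH2 virus (2.03 x 10^8 / mL) for 4 h at room temperature, then cultured overnight at 37 C. Thallium flux was read with FluxOr dye. Rate constants were normalized to DMSO controls.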
GALK inhibitor: qHTS Assay for Inhibitors of Human Galactokinase (GALK). 270,000 compounds, 0.007% hits. Purified GALK, Kinase-Glo residual ATP luminescence. Potency, µM (top dose mostly 57.5 µM), for inactives: at the top dose activity change, negative = inhibition, usual class: inhibitors. P51570; further: potency means the concentration at half of the fitted maximal effect; on the % scale 0 is the no-effect control and ±100 the full control effect
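Compounds were pin-transferred into ATP buffer (35 uM final), then GALK plus galactose (5 nM, 100 uM final) was added. After 1 h at room temperature, Kinase-Glo Plus was added and luminescence read after 10 min.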
ASM inhibitor: Inhibitors of Secretory Acid Sphingomyelinase (S-ASM): qHTS; Sphingomyelin phosphodiesterase (Homo sapiens), P17405; placental ASM, HMU-PC fluorogenic substrate, 60 min; Potency, µM (top dose mostly 57.5 µM), inactives show at the highest dose activity change, negative = inhibition, actives largely listed as inhibitors; 340,000 compounds, 0.006% hits; further: potency means the concentration at half of the fitted maximal effect
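Fluorogenic HMU-PC substrate (9 uM final) is turned over by placental ASM in 60 min at 37 C after a 10 min compound preincubation. Reaction ended by alkaline stop (pH 10), with fluorescence read at 386/447 nm.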
AT treatment: qHTS Assay for Identifying a Potential Treatment of Ataxia-Telangiectasia; […] A-T fibroblasts, KAP-1 phosphorylation AlphaLISA; neocarzinostatin DNA damage 30 min before lysis; Potency, µM (titrated, usually from 57.5 µM), for inactives: at the highest dose activation, most hits filed as activators; 320,000 compounds, 0.19% hits; AID 485349, 2010; further: potency means the concentration at half of the fitted maximal effect; % of control where 0% means no effect; nearly all actives have a fitted effect of over 45% in size
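ATM-like activity read as KAP-1 phosphorylation via AlphaLISA donor/acceptor antibody pairs after lysis and 6 hr at 25C. Cells were ATM-null patient fibroblasts ([…], hTERT), dosed 60 min, then exposed to the DSB inducer NCS for 30 min.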
Integrin act MD: qHTS for Activators of Integrin-Mediated Alleviation for Muscular Dystrophy. 350,000 compounds, 0.064% hits. alpha7betagal myoblasts, beta-gal FDG fluorescence, 48 h. Potency, µM (top dose mostly 38.3 µM), inactives show at the highest dose activation, actives largely listed as activators;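 further: potency means the concentration at half of the fitted maximal effect; 100% = response of the positive control SU9516; nearly all actives have a fitted effect of over 60% in size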
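alpha7betagal+/- myoblasts (passage 13, 250/well) treated 48 h at 37C with compounds at 1:260 dilution of DMSO stock. Lysed, then beta-galactosidase activity read as FDG fluorescence (ex 480/em 540) after 30 min, with pre-read for autofluorescence.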
The depositor's hits bear a star; ? = inconclusive; . = no result given; [ ] = another dose, or the depositor's remark. Unless noted, the call rests on the fitted dose curve; in most records, active means well fitted curve in the direction sought with a large enough effect; inconclusive means small, poorly fitted or top-dose-only effect, or another doubt; inactive means no such curve, though single readings can be large; an effect the other way counts as inactive or inconclusive.

SMILES,FBPA coupling cs,TRPV1 ag,MBNL1 CUG block,KCNH2 3.1 block,CXXC DNA block,hERG WT inh,GALK inhibitor,ASM inhibitor,AT treatment,Integrin act MD
O=C(/C=C/c1ccc2c(c1)OCO2)N1CCN(c2n[nH]c(=O)[nH]c2=O)CC1,0,-3,.,2,-10%,0,1%,1%,4%,5%
O=C(N/N=C/c1ccco1)c1cc(-c2ccncc2)nc2ccccc12,3,-1,?,1,-1%,-5,-6%,-3%,-9%,-16%
O=C(COC(=O)/C=C/c1cccc(Cl)c1)Nc1ccc2[nH]c(=O)[nH]c2c1,.,0,.,3,.,1,.,1%,-10%,23%
Cc1c(O)ccc(C(=O)COc2ccccc2F)c1O,0,6,-5%,-20,8%,0,5%,-6%,-5%,34%
COc1ccc(OCc2nnc(SCC(N)=O)n2-c2ccccc2OC)cc1,0,-2,4%,13,-10%,7,-1%,3%,10%,-1%
CCCCCN=CC1=C(O)CC(c2ccccc2)CC1=O (stereo not drawn),3,20,.,4,4%,17,3%,-3%,2%,-24%
Cc1nn(C)c(C)c1S(=O)(=O)N1CCCC(C(=O)NCCc2ccc(Cl)cc2)C1 (stereo not drawn),2,-4,?,-1,2%,-9,1%,1%,7%,25%
CCCOc1ccc(Oc2cc(C)nc(SC)n2)nn1,0,-2,7%,2,-2%,-5,2%,-2%,-2%,-12%
CCOC(=O)C1C(=O)NCC1c1ccccc1 (stereo not drawn),2,-1,-7%,7,29%,-1,4%,3%,.,16%
CCc1ccc(N=C2NC(=O)/C(=C/c3cc(Br)c(OCC(=O)O)c(OC)c3)S2)cc1,10,-9,-9%,-2,-5%,-7,-10%,15%,-2%,49%
CCc1noc(C)c1C(=O)NCCc1ccc(OC)c(OC)c1,1,0,-15%,-8,4%,-2,10%,0%,-7%,-10%
COc1cc2nc(SCC(N)=O)n(CCC3=CCCCC3)c(=O)c2cc1OC,2,8,-5%,-3,1%,-18,-4%,-1%,3%,-10%
CCc1nnc(NC(=O)C2CCN(C(=O)c3ccco3)CC2)s1,0,1,2%,7,6%,-6,-1%,6%,-2%,10%
CCOC(=O)CN1CC23C=CC(O2)C(C(=O)Nc2ccc(F)cc2)C3C1=O (stereo not drawn),1,-1,-6%,-16,-2%,9,1%,5%,3%,17%
Cc1c(Br)c([N+](=O)[O-])nn1CC(=O)NCCc1ccc(Cl)cc1,0,-1,4%,-9,39%[activator],-6,2%,4%,2%,-27%
COc1cc(OC)c(C(=O)N/N=C/c2ccoc2)cc1OC,-1,-4,2%,-5,-1%,10,2%,5%,9%,-29%
O=C(OCc1ccccc1Cl)c1cccnc1Cl,3,11,1%,16,-1%,-7,-4%,0%,4%,3%[7.66 µM]
Cc1ccc(Cl)c(NC(=O)COC(=O)c2nn(-c3ccccc3)cc2O)c1Cl,.,.,.,1,.,6,.,6%,6%,-11%
CCOC(=O)C1=C(COC(=O)COc2ccc(Br)cc2)NC(=O)NC1C (stereo not drawn),.,3,.,1,.,4,.,-1%,9%,13%
Cc1cccc(N(C)c2cc(C)nc3ncnn23)c1,-1,-4,8%,-5,-3%,1,.,-2%,30%,-3%
C[C@H](NC(=O)N1CCn2c1nc1ccccc12)C(=O)NCC1CCCO1 (stereo partly drawn),.,-1,3%,-13,7%,2,-3%,1%,7%,-29%
Cc1ccc(N2CC(NS(=O)(=O)c3cc(F)ccc3F)CC2=O)cc1C (stereo not drawn),.,2,.,3,.,-1,.,.,5%,36%
COc1ccccc1C(=O)C1CCCN(C(=O)c2ccc(C(C)=O)s2)C1 (stereo not drawn),.,5,13%,5,9%,-2,-2%,0%,8%,8%
CCOC(=O)C1=NNC(C(=O)c2ccc(OC)cc2)C1c1ccccc1 (stereo not drawn),2,0,-4%,-8,12%,2,2%,-14%,-2%,0%[1.53 µM]
O=C(c1cccc(F)c1)N1CCCC(C(=O)N2CCN(c3ccccc3)CC2)C1 (stereo not drawn),6,4,0%,-11,1%,0,5%,-1%,-5%,-10%

Among those listed so far, these contain an aryl thioether with sulfur outside any ring.
SMILES,FBPA coupling cs,TRPV1 ag,MBNL1 CUG block,KCNH2 3.1 block,CXXC DNA block,hERG WT inh,GALK inhibitor,ASM inhibitor,AT treatment,Integrin act MD
COc1ccc(OCc2nnc(SCC(N)=O)n2-c2ccccc2OC)cc1,0,-2,4%,13,-10%,7,-1%,3%,10%,-1%
CCCOc1ccc(Oc2cc(C)nc(SC)n2)nn1,0,-2,7%,2,-2%,-5,2%,-2%,-2%,-12%
COc1cc2nc(SCC(N)=O)n(CCC3=CCCCC3)c(=O)c2cc1OC,2,8,-5%,-3,1%,-18,-4%,-1%,3%,-10%

Later entries
SMILES,FBPA coupling cs,TRPV1 ag,MBNL1 CUG block,KCNH2 3.1 block,CXXC DNA block,hERG WT inh,GALK inhibitor,ASM inhibitor,AT treatment,Integrin act MD
CCOc1ccccc1NS(=O)(=O)c1ccc2[nH]c(=O)ccc2c1,6,-2,-7%,23,1%,2,2%,-1%,3%,32%
O=C(CSCc1ccc(Cl)cc1Cl)Nc1c[nH]c(=O)[nH]c1=O,2,0,?,-8,6%,5,0%,-1%,2%,6%
Cc1cc(C)nc(NC(=S)Nc2cccc(Cl)c2Cl)c1,3,11,38%[activator],0,21%,42,-1%,-2%,-2%,?
O=C(N/C(=C\c1ccco1)C(=O)N1CCOCC1)c1ccccc1Cl,2,2,-1%,-2,-2%,1,0%,9%,-1%,-6%
Cc1cccc(-n2cc(CN3CCCN(C=O)CC3)c(-c3cccc(F)c3)n2)c1,-1,29,-7%,-12,38%[activator],-7,0%,2%,-1%,-19%
O=c1c2[nH]c3cccc(Cl)c3c2ncn1Cc1ccco1,1,-1,5%,15,5%,2,2%,5%,.,10%
CC(C)(C)OC(=O)NC(CC(=O)OCc1ccccc1)C(=O)O (stereo not drawn),6,-2,2%,31,6%,4,2%,-3%,3%,26%
N#Cc1c2n(c3c(N)ncnc13)CCCCC2,-2,1,-11%,-1,-1%,-4,-4%,2%,-7%,-17%
COC(=O)C1=C(O)/C(=C/c2cccc(OC)c2O)N=C1C,0,.,.,-3,5%,12,10%,1%,-17%,21%
CC(C)Cc1nnc(NC(=O)CCC(=O)NCCc2ccc(Cl)cc2)s1,.,-4,-6%,-12,9%,2,2%,5%,-3%,-11%
COc1ccc(Br)cc1CNC(=O)C1CCN(C(=O)N(C)C)CC1,7,1,-6%,10,3%,-8,1%,12%,1%,-54%[inhibitor]
Cc1[nH]c2ccc(S(N)(=O)=O)cc2c1C,3,0,-15%,-5,-7%,0,3%,4%,11%,20%
COc1ccc(CNC(=O)COc2ccc(F)cc2)cc1,2,11,-3%,-3,15%,-3,6%,-4%,1%,-8%
CCSc1nnc(NC(=O)COc2ccccc2[N+](=O)[O-])s1,3,1,?,-10,-4%,-1,5%,2%,-3%,?
CCOc1cc(C2C3=C(CCCC3=O)Nc3ccc4ncccc4c32)ccc1O (stereo not drawn),-4,1,10%,5,3%,-5,0%,63%[activator],1%,-16%
O=C(c1cccs1)N1CCC(c2nc3c(nnn3Cc3ccccc3Cl)c(=O)[nH]2)CC1,1,9,0%,-9,6%,0,-2%,-7%,-2%,0%
Cc1cccc(C)c1NC(=O)CC1SC2=NCCN2C1=O (stereo not drawn),0,-1,0%,8,-6%,4,1%,8%,3%,-13%
CSc1nc(NCCCN(C)C)c2c3c(sc2n1)CN(C)CC3,0,4,-5%,.,-7%,.,.,.,-5%,.
CCOC(=O)c1c(NC(=O)CCC(=O)O)sc2c1CCCCC2,21,-8,-2%,12,3%,-14,1%,8%,2%,3%
Cc1cccc(/C(N)=N/OC(=O)Cc2cccc3ccccc23)c1,-1,0,-6%,17,2%,1,2%,-1%,18%,18%
CC(=O)N1N=C(c2ccc(C)cc2)CC1c1ccc2c(c1)OCO2 (stereo not drawn),1,0,.,6,-1%,-4,3%,-3%,3%,15%
